DRD3 antagonist – D3 dopamine receptor (human) antagonism. P35462. D3R cells, DiscoveRx beta-arrestin luminescence, antagonist mode; active compounds read low. max response, negative = inhibition, %. actives 2.5% (n = 360,000). AID 652054; in the data active = max response below about -50%; inconclusive = no clear call, values can overlap the other calls; also: % is scaled to controls: 0 for no effect and ±100 for the full control effect; mostly tested at two doses, the higher about 12 µM
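Cells plated overnight at 1500 cells/well, then exposed to library compounds with dopamine controls for 90 minutes at 37 degrees C. DiscoveRx reagent added for 30–60 minutes at room temperature; luminescence read, quantitative HTS format.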
GLP-1R agonist – activates the human GLP-1 receptor | AID 624172 | Potency, µM (doses to about 45.6 µM), without a hit: top-dose activation, most hits filed as activators | actives 0.007% (n = 380,000) | HEK293 GLP-1R CRE-luciferase, luminescence, 4-6 h; cells express a hypersensitive GLP-1R form | P43220; also: potency is read from the fitted curve at half-maximal effect; % of control where 0% means no effect
Target sequence (P43220 whole entry, looked up): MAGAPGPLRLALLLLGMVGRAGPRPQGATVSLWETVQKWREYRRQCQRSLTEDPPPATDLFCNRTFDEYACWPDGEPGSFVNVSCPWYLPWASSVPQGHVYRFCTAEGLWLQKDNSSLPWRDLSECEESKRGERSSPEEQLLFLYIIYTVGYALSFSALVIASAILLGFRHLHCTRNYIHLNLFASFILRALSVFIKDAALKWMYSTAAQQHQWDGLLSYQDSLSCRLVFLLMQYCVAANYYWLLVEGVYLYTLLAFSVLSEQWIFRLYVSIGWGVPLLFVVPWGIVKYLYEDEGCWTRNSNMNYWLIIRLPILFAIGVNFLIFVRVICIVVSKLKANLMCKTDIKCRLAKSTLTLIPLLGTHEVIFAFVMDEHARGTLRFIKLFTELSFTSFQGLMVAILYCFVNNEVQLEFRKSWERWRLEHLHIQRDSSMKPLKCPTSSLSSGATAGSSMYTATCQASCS
TDP43 rescue – TDP-43 toxicity inhibition in yeast; TDP-43 expressing yeast growth rescue, BacTiter-Glo, 24 h; Potency, µM (doses to about 46.1 µM), without a hit: at the top dose growth rescue (activation), usual class: activators; actives 1.8% (n = 410,000); AID 652104; also: potency is read from the fitted curve at half-maximal effect; % of control where 0% means no effect; nearly all actives have a fitted effect of over 50% in size
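Cell-based yeast growth screen: TDP-43 expression induced in galactose, inoculum OD600=0.02 after raffinose pregrowth to mid-log. Read-out BacTiter-Glo luminescence at 24 hr, 30 deg C; inhibition of toxicity seen as signal increase.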
DRD3 agonist – D3 dopamine receptor (human) agonism; P35462; D3R DiscoveRx beta-arrestin cells, luminescence, 90 min; max activation, %; actives 0.58% (n = 410,000); in the data active = max activation above about 30%; also: 0% is about no effect; mostly tested at two doses, the higher about 12 µM
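Agonist-mode cell screen: cells plated at 1500/well and incubated overnight at 37 °C, then exposed to library compounds for 90 min at 37 °C. Detection reagent was added for 30–60 min at room temperature, and luminescence was read.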
GLP-1R inv ag – GLP-1 receptor (human) inverse agonism; Potency, µM (doses to about 38.3 µM), without a hit: at the top dose activity change, negative = inhibition, hits mostly inhibitors; AID 624417; HEK293 GLP-1R CRE-luciferase, luminescence, 24 h; GLP-1R form is constitutively active; P43220; actives 1.6% (n = 410,000); also: potency is read from the fitted curve at half-maximal effect; % is scaled to controls: 0 for no effect and ±100 for the full control effect; nearly all actives have a fitted effect of over 55% in size
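Cells are plated, allowed 12 hours at 37 deg C, then treated with compounds for 24 hr before luciferase detection reagent is added and luminescence is read after 12 min at room temperature. The HEK293 line carries constitutively active GLP-1R with a cAMP-responsive reporter.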
HEK293 tox – cytotoxic in the GLP-1 receptor inverse agonist counter-screen; HEK293 cAMP-luciferase reporter cells, luminescence, 24 h; Potency, µM (series often up to 38.3 µM), inactives show at the highest dose activity change, negative = inhibition, actives largely listed as inhibitors; actives 0.13% (n = 410,000); AID 624418;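 also: loss of luciferase light is scored as toxicity; potency is read from the fitted curve at half-maximal effect; % is scaled to controls: 0 for no effect and ±100 for the full control effect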
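MLSMR compounds, 24 hr on cells at 37 deg C/5% CO2; luminescence after luciferase reagent (12 min RT). Inhibition counted as the undesired cytotoxic outcome.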
PTHR1 ag – agonists of human PTHR1 parathyroid hormone receptor; actives 0.075% (n = 410,000); HEK293 GP2 PTHR1 cells, GloSensor cAMP luminescence, 1 h; Q03431; Potency, µM (doses to about 115 µM), without a hit: at the top dose activation, most hits filed as activators; also: potency is read from the fitted curve at half-maximal effect; nearly all actives have a fitted effect of over 55% in size; some results filed as inactive show a strong effect at the top dose; inactives centre near -15; many of its hits are not listed in these tables
Target sequence (Q03431 whole entry, looked up): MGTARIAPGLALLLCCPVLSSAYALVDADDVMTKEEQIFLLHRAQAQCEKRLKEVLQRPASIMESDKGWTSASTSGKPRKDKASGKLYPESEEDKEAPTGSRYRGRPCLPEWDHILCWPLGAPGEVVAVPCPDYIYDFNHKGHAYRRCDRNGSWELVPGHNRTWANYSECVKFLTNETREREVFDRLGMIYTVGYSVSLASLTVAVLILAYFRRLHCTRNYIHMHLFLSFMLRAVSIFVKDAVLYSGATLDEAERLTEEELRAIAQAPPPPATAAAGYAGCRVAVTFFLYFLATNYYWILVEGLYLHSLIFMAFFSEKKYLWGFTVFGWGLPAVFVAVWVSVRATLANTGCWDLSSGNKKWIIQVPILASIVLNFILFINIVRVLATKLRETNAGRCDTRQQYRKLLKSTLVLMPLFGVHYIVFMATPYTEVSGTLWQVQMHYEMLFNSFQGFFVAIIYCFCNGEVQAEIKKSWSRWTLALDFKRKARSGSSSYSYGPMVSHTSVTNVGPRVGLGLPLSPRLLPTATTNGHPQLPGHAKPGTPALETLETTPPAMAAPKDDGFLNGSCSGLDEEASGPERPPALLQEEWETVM
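HEK-293-derived GP2 cells expressing PTHR1 and a GloSensor cAMP reporter, 3,000/well, plated overnight, given luciferin plus IBMX (each 0.5 mM as added) for 1 h at 37 °C, then compound for 1 h at 37 °C. Luminescence was read after 15 min at room temperature.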
KB-V1 MDR tox – kills drug-selected multidrug resistant KB-V1 cells; AID 1347076; actives 3.4% (n = 400,000); Potency, µM (titrated, usually from 46.1 µM), for inactives: top-dose activity change, negative = cytotoxicity, usual class: cytotoxic; KB-V1 MDR cells viability, CellTiter-Glo, 72 h; also: potency is read from the fitted curve at half-maximal effect; % is scaled to controls: 0 for no effect and ±100 for the full control effect; nearly all actives have a fitted effect of over 60% in size
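KB-V1, DMEM (no phenol red) + 10% FBS; cpd pin-transferred, titration series; 72 h, 37 degrees C; CellTiter-Glo, luminescence. Data normalized, curve-fit.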
aSyn rescue – rescues yeast growth from alpha-synuclein toxicity; Potency, µM (series often up to 46.1 µM), inactives show top-dose growth rescue (activation), actives largely listed as activators; actives 0.14% (n = 370,000); AID 652106; Yeast expressing alpha-synuclein, growth rescue, BacTiter-Glo, 24 h; also: potency is read from the fitted curve at half-maximal effect; % of control where 0% means no effect; nearly all actives have a fitted effect of over 65% in size
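Rescue of yeast growth: cells expressing toxic alpha-synuclein, induced in galactose at OD600 0.02, incubated with compound 24 h at 30 C. ATP luminescence quantified growth; inhibitors of toxicity appear as activators.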
* hit, by the source's call; i = inactive; ? = inconclusive; . = not tested or not shown; [ ] = dose if it differs, or a comment. Unless noted, calls follow the shape of the dose curve; as a rule, active = well fitted curve in the direction sought with a large enough effect; inconclusive = small, poorly fitted or top-dose-only effect, or another doubt; inactive = no such curve, though single readings can be large; an effect the other way counts as inactive or inconclusive. An excerpt; rates above refer to the full screens.

SMILES | DRD3 antagonist | GLP-1R agonist | TDP43 rescue | DRD3 agonist | GLP-1R inv ag | HEK293 tox | PTHR1 ag | KB-V1 MDR tox | aSyn rescue
Cc1ccc(S(=O)(=O)N(c2ccc(Br)cc2)C2C=CS(=O)(=O)C2)cc1 (stereo not given) | -13 | -5% | 0% | 2 | -19% | -7% | -6% | -5% | 0%
CC(=O)Nc1ccc(NS(=O)(=O)c2cc(-c3cnc(C4CC4)o3)ccc2C)cc1 | -12 | 7% | 0% | 1 | -6% | -23% | -21% | ? | -3%
C=CCNC(=S)NNC(=O)COc1ccc(Cl)cc1Cl | -23 | 2% | ? | -7 | ? | 6% | -27% | ? | 0%
O=c1[nH]c(C2CCN(S(=O)(=O)Cc3ccccc3)CC2)nc2c1nnn2Cc1ccccc1Cl | 1 | 7% | 3% | 9 | -5% | ? | -8% | 14% | 3%
CCN(CC)C(=O)c1cc(-c2ccc3c(c2)OCO3)on1 | -7 | 8% | -4% | 2 | -23% | -2% | -47%[inhibitor] | -10% | -2%
CNc1ncnc2c1ncn2[C@H]1CN(CCc2ccccc2)C[C@@H](CO)O1 | 3 | 10% | 22% | 6 | 1% | -11% | -36%[inhibitor] | 0% | 1%
CCOc1ccc(S(=O)(=O)c2c[nH]c3ccc(C)cc3c2=O)cc1 | -12 | -5% | 6% | -8 | 1% | 5% | 1% | 9% | -6%
COc1ccc(C(=O)n2nnc3ccccc32)cc1Br | -18 | -5% | ? | -1 | -1% | 9% | i | 7% | 23%
Cc1[nH]c2ccccc2c1SCCNC(=O)c1ccccc1F | . | . | 14µM* | -5 | ? | 6% | -23% | -6% | .
CN(c1ccc(C(=O)NCc2ccccc2)cc1)S(C)(=O)=O | ? | 0% | -28% | -5 | 8% | -5% | -11%[57.5 µM] | 0% | -2%
N=C(N)SCc1cccc2ccccc12 | -51* | 0% | -12% | -5 | 10µM* | -24% | i | 0% | 1%
COc1cc(C2C(C(=O)c3ccco3)=C(O)C(=O)N2Cc2ccccc2)ccc1O (stereo not given) | -17 | 0% | 12% | -8 | -20% | 3% | 14% | -11% | -7%
COC(=O)c1cc(S(=O)(=O)C(C)C)c(S(C)=O)s1 (stereo not given) | -9 | 9% | -16%[1.82 µM] | 1 | -21% | -26% | i | 0% | 1%
CC(=O)Nc1c(N)c2ccccc2oc1=O | 5 | 3% | 11% | -3 | 13% | 5% | -23% | 1% | -6%
O=C(COC(=O)c1cccc(S(=O)(=O)Nc2ccc(F)cc2)c1)NCCN1C(=O)CSC1=O | -5 | 1% | -18% | 6 | -29% | -7% | -10% | 5% | 2%
C/C(=N/NC(=O)C1COc2ccccc2O1)c1ccco1 (stereo not given) | -24 | 2% | -13% | -1 | 22% | 66%[activator] | i | -23% | -4%
COc1ccc(/C=N/NC(=O)c2ccc(NC(=O)c3cccc([N+](=O)[O-])c3)cc2)c(OC)c1 | 1 | 8% | 22% | 1 | -4% | 1% | i | 9% | -4%
O=C(O)COc1ccc2oc3c(c2c1)CCCC3 | -7 | -1% | ? | -10 | -2% | 21% | ? | 10% | 1%
Cn1cc(Cl)c(C(=O)NNC(=S)NCc2ccco2)n1 | -4 | -5% | 7% | 2 | 16% | 1% | -5% | 7% | -6%
Cc1ccc(Cl)cc1N1CCN(C(=O)c2ccc(CS(=O)(=O)c3ccc(Br)cc3)o2)CC1 | . | . | -13% | -9 | ? | -12% | i | -21% | .
CCOC(=O)c1cnc(SCC(=O)Nc2ccc(NC(=O)CC)c(OC)c2)nc1N | 16 | 17% | 5% | 1 | 25% | 6% | i | -3% | 0%
CC1(C(=O)NS(=O)(=O)c2ccccc2)CCN1C(=O)COc1ccc(Cl)cc1 (stereo not given) | -14 | 0% | 13% | -6 | -26% | 1% | -1% | 9% | 0%
C/C(=N\OCc1ccccc1)c1c(O)cc(C(C)C)n(-c2ccccc2)c1=O | -12 | 2% | -14% | 0 | ? | 20% | i | -22% | -2%
COc1ccc(-c2csc(C(O)c3ccc(F)c(F)c3)n2)cc1 (stereo not given) | -15 | 8% | ? | -7 | 11µM* | -7% | -38% | -6% | 11µM*
COc1ccc(C(=O)NCCN2CCOCC2)c(OC)c1 | 9 | 1% | -32%[inhibitor] | -10 | 5% | 0% | -2% | -1% | 1%

Molecules above that have an NH in an aromatic ring:
SMILES | DRD3 antagonist | GLP-1R agonist | TDP43 rescue | DRD3 agonist | GLP-1R inv ag | HEK293 tox | PTHR1 ag | KB-V1 MDR tox | aSyn rescue
O=c1[nH]c(C2CCN(S(=O)(=O)Cc3ccccc3)CC2)nc2c1nnn2Cc1ccccc1Cl | 1 | 7% | 3% | 9 | -5% | ? | -8% | 14% | 3%
CCOc1ccc(S(=O)(=O)c2c[nH]c3ccc(C)cc3c2=O)cc1 | -12 | -5% | 6% | -8 | 1% | 5% | 1% | 9% | -6%
Cc1[nH]c2ccccc2c1SCCNC(=O)c1ccccc1F | . | . | 14µM* | -5 | ? | 6% | -23% | -6% | .

2 of the compounds above, as comma-separated lines:
Molecule,DRD3 antagonist,GLP-1R agonist,TDP43 rescue,DRD3 agonist,GLP-1R inv ag,HEK293 tox,PTHR1 ag,KB-V1 MDR tox,aSyn rescue
COC(=O)c1cc(S(=O)(=O)C(C)C)c(S(C)=O)s1 (stereo not given),-9,9%,-16%[1.82 µM],1,-21%,-26%,i,0%,1%
CC(=O)Nc1c(N)c2ccccc2oc1=O,5,3%,11%,-3,13%,5%,-23%,1%,-6%

Next section
SMILES | DRD3 antagonist | GLP-1R agonist | TDP43 rescue | DRD3 agonist | GLP-1R inv ag | HEK293 tox | PTHR1 ag | KB-V1 MDR tox | aSyn rescue
Cc1cc2ccccc2c(=O)n1CC(=O)N(C)c1ccc(F)cc1 | -1 | -4% | 1% | -1 | 10% | -16% | i | -12% | ?
O=C(CNC(=O)C1CC1)Nc1ccc(F)c(F)c1F | 21 | 6% | -13% | 12 | 5% | -8% | i | 23% | -1%
O=C(NCC(c1ccc2c(c1)OCO2)N1CCN(c2ccccc2)CC1)c1ccccc1 (stereo not given) | . | . | 19% | -21 | ? | 5% | -17% | 0% | .
O=C(N/N=C/C=C\c1ccccc1[N+](=O)[O-])c1ccco1 | -27 | 6% | 4% | -22 | 3% | 16% | -15% | -5% | -9%
COc1cccc(CNc2nc3cc(-c4cccc(C(F)(F)F)c4)sc3c(=O)n2C)c1 | 10 | 11% | ? | 12 | -19% | 4% | -44%[inhibitor] | 3% | 4%
COc1ccc(OCCOc2ccccc2[N+](=O)[O-])cc1 | -14 | -1% | ? | -5 | -1% | 4% | -13% | ? | 1%
O=C(NNC(=O)C1CCN(S(=O)(=O)c2ccccc2)CC1)c1ccccc1O | 12 | -2% | 1% | 1 | ? | -2% | i | -3% | -4%
CC(C)Oc1ccc(/C=N/NC(=O)C2CCCN2S(=O)(=O)c2ccc(Cl)cc2)cc1 (stereo not given) | 0 | 11% | -9% | 6 | ? | -3% | -4% | ? | 16%
CCCS(=O)(=O)N1CC(=O)N(c2cc(C)ccc2C)C(C)(C(=O)NC2CCCCCC2)C1 (stereo not given) | . | . | -12% | -13 | 15% | 3% | ? | -12% | .
CC(C)(C)C(=O)Nc1c(Cl)cccc1OC(F)(F)F | -19 | 10% | -4% | 1 | -2% | 15% | -6% | 24% | -1%
Cc1ccc(S(=O)(=O)N2C[C@H]3[C@H]4C(=O)N(C5CCCCC5)C(=O)[C@H]4CC(=O)[C@H]3[C@@H]2c2ccccc2F)cc1 | 0 | -2% | 4% | -10 | 1% | -6% | -3% | 3% | -1%
CCN(CC)C(=O)C1CCN(Cc2ccc(OCc3ccccc3)c(OC)c2)CC1 | -19 | -1% | -10% | -11 | ? | 2% | i | -8% | -3%
O=C(Nc1ccc2c(c1)OCO2)C1CC(c2c(F)cccc2Cl)=NO1 (stereo not given) | -25 | 9% | 10µM* | -4 | 5% | -7% | -6%[57.5 µM] | -7% | 24%
O=C(Nc1ccsn1)c1ccc(Cl)cc1Cl | -8 | 7% | -5% | 0 | 12% | -8% | -12% | -15% | -14%
CCOc1ccccc1NC(=O)C(=O)/C=C(\O)c1cc(OC)ccc1OC | -53* | -6% | 26% | 1 | -1% | -7% | -12%[57.5 µM] | ? | -3%
N#Cc1ccc(OCCN2C(=O)NC3(CCSC3)C2=O)cc1 (stereo not given) | 12 | -8% | -7% | 2 | 5% | -14% | i | 14% | 4%
CC(=O)Oc1ccccc1-n1c(C)nc(=O)c(-c2ccccc2)c1C | -4 | -1% | -2% | -8 | -9% | 8% | -2% | -8% | 1%
Cc1cc(OCC(=O)c2cccc(C(F)(F)F)c2)n2cnnc2n1 | -5 | 2% | -3% | 1 | -1% | -3% | -23% | 1% | 1%
CCCN1CCc2c(sc(NC(=O)c3ccc(S(=O)(=O)N4CCCC4)cc3)c2C(N)=O)C1 | 1 | 4% | -5% | -3 | 4% | -11% | -18% | 8% | ?
Cc1c(C(=O)O)oc2c(F)cccc12 | -4 | -1% | -14% | 4 | 1% | 6% | i | 6% | -4%

Individual results from above.
HEK293 tox result of O=C(Nc1ccsn1)c1ccc(Cl)cc1Cl : -8%
GLP-1R agonist result of CCN(CC)C(=O)C1CCN(Cc2ccc(OCc3ccccc3)c(OC)c2)CC1 : -1%
HEK293 tox result of N#Cc1ccc(OCCN2C(=O)NC3(CCSC3)C2=O)cc1 (stereo not given) : -14%
KB-V1 MDR tox result of O=C(CNC(=O)C1CC1)Nc1ccc(F)c(F)c1F : 23%

Screening data: PubChem, National Center for Advancing Translational Sciences (NCATS)
